Screening results (PubChem)
Polio RdRp inh – poliovirus RNA polymerase inhibition; % elongation, % (compound at 16.7 µg/mL); AID 588519; 150,000 tested, 0.66% active; poliovirus polymerase elongation, fluorescence polarization; active compounds read low; P03300; in the data active = % elongation below about 90%; note: some results filed as inactive read as strong as hits
Target sequence (P03300 1749-2209 limits assumed): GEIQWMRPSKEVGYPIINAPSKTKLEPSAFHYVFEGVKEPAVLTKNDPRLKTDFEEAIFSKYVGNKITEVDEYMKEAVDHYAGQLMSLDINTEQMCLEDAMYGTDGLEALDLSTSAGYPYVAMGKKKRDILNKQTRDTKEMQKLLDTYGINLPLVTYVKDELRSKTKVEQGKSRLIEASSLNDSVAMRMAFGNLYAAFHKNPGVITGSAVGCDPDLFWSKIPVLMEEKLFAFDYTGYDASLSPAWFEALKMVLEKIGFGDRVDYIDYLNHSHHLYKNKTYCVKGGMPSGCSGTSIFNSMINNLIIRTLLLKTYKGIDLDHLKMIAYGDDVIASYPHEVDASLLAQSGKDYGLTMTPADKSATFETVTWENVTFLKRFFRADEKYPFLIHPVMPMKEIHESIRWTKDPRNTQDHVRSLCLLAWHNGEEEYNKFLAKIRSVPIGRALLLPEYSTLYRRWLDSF
Polio RdRp inh FP z-score – also measured in Polio RdRp inh; calls as there; z-score; measured here: FP z-score; hits read low
* marks the source's active call; other numbers are inactive results. A portion of the library; rates above refer to the full screens.

SMILES | Polio RdRp inh | Polio RdRp inh FP z-score
CN(CCOc1ccccc1)CC(=O)Nc1cccc(C#N)c1 | 100.0 | 0.1
CC(=O)Nc1ccc(CCc2nc3ccccc3[nH]2)cc1 | 101.0 | -0.1
COC(=O)c1ccc(Cn2cc(Cl)cn2)cc1 | 101.0 | -0.3
COC(=O)c1cccc(Nc2c(-c3ccc(OC)cc3)nc3nc[nH]n23)c1 | 103.0 | -0.5
COc1ccc(-c2nc3cc(OC)c(OC)cc3c(=O)o2)cc1 | 103.0 | 0.2
Cc1sc2ncn(CC(=O)NCC3COc4ccccc4O3)c(=O)c2c1S(=O)(=O)N1CCOCC1 (stereo unspecified) | 101.0 | 0.3
CC(OC(=O)C1Cc2ccccc2CN1S(C)(=O)=O)C(=O)Nc1ncc(Cl)cc1Cl (stereo unspecified) | 100.0 | -0.3
Oc1ccccc1C(O)C(F)(F)F (stereo unspecified) | 103.0 | 0.7
CCn1c(C(=O)N2CCCC(C(=O)NCCc3ccc(S(N)(=O)=O)cc3)C2)cc2sccc21 (stereo unspecified) | 100.0 | -1
COc1cccc(CNC(=O)C2CCN(c3ncccn3)CC2)c1 | 101.0 | -0.3
CCOC(=O)C1=C(C)NC(=O)CC1c1cc2c(cc1Br)OCO2 (stereo unspecified) | 100.0 | -0.5
COc1ccc2[nH]cc(CCNC(=O)c3cnn(-c4ccccc4Cl)c3C3CCN(C(=O)OC(C)(C)C)CC3)c2c1 | 103.0 | -0.5
Cc1cc(C)cc(NC(=O)C(Cc2ccccc2)N2Cc3ccccc3C2=O)c1 (stereo unspecified) | 101.0 | -1.6
Cc1nc2ccccc2n1Cc1cccc(Cl)c1 | 103.0 | 0
CCOC(=O)c1cc(CC)sc1NC(=O)c1ccco1 | 104.0 | 0.3

Molecules above that have a thiophene ring, fused or not, in the order listed:
SMILES | Polio RdRp inh | Polio RdRp inh FP z-score
Cc1sc2ncn(CC(=O)NCC3COc4ccccc4O3)c(=O)c2c1S(=O)(=O)N1CCOCC1 (stereo unspecified) | 101.0 | 0.3
CCn1c(C(=O)N2CCCC(C(=O)NCCc3ccc(S(N)(=O)=O)cc3)C2)cc2sccc21 (stereo unspecified) | 100.0 | -1
CCOC(=O)c1cc(CC)sc1NC(=O)c1ccco1 | 104.0 | 0.3

The list goes on.
SMILES | Polio RdRp inh | Polio RdRp inh FP z-score
COc1ccc(CCNC(=O)CCNc2ccccc2C)cc1OC | 101.0 | -0.3
COC(=O)c1cc2occc2n1Cc1nc(-c2ccccc2C)oc1C | 107.0 | 0.2
CCCCC(CC)CNC(=O)CCCCCn1c(=O)[nH]c2ccsc2c1=O (stereo unspecified) | 111.0 | 1.8
Oc1ccc(-c2nnc(-c3ccc(O)cc3)nn2)cc1 | 101.0 | 0.3
COc1ccc(-n2c(=O)c3c4c(sc3n(Cc3ccccc3)c2=O)CCC4)c(OC)c1 | 110.0 | 1.4
Cc1cccc(-c2nc(C)c(CCNC(=O)C(=O)Nc3c(C)cc(C)cc3C)s2)c1 | 111.0 | 0.9
O=C1CC(=O)CC2(CCCC2)C1 | 95.0 | -0.3
CCc1c(C(=O)Nc2ncn(Cc3cccc(C)c3)n2)csc1C | 99.0 | -0.7
COc1cc(C(=O)Nc2ccccc2OCc2cc(=O)n3c(C)csc3n2)cc(OC)c1OC | 112.0 | 1.1
CC(=O)NC(N1CCCCC1c1cccnc1)(C(F)(F)F)C(F)(F)F (stereo unspecified) | 110.0 | 0.8
O=C(Nc1nc2ccc(Cl)cc2s1)c1cc(=O)c2ccccc2o1 | 113.0 | 1.1
COc1ccc2c(c1)c(C(=O)O)c(C)n2C(C)C | 103.0 | 0.5
CCOc1ccccc1C(=O)Nc1c(C(=O)Nc2ccc(F)cc2)oc2ccccc12 | 103.0 | -0.4
Cc1ccc(OCC(=O)n2cnnc2N)c(C)c1 | 92.0 | -2
O=C1C(C=NC(CO)(CO)CO)=C(O)c2ccccc21 | 110.0 | 0.8

Reprinted at random: 2 compounds from above.
SMILES | Polio RdRp inh | Polio RdRp inh FP z-score
COC(=O)c1cccc(Nc2c(-c3ccc(OC)cc3)nc3nc[nH]n23)c1 | 103.0 | -0.5
Cc1nc2ccccc2n1Cc1cccc(Cl)c1 | 103.0 | 0

Additional records follow:
SMILES | Polio RdRp inh | Polio RdRp inh FP z-score
CC(C)(C)c1ccc(OCC(=O)NCC2(N3CCOCC3)CCCCC2)cc1 | 110.0 | 0.7
Cc1ccc(Oc2ccc(C)c(C)c2)cc1C | 104.0 | 0.5
Cc1nc(C)c(-c2ccc(SCC(=O)Nc3ccc(Br)cc3)nn2)s1 | 104.0 | -0.8
O=c1[nH]c(-c2ccccc2O)nc2sc3c(c12)CCCC3 | 89.0* | -1.3*
Cc1ccc(-c2nnc(N3CCOCC3)c3ccccc23)cc1S(=O)(=O)NCC1CCCO1 (stereo unspecified) | 102.0 | -0.1
FC(F)Oc1ccc(N=C2SCC3CCCCN23)cc1 (stereo unspecified) | 100.0 | -0.3
O=C(Nc1ccccc1Cl)N1CCc2ccccc2C1 | 102.0 | 0
Cc1nc(-c2ccc(F)cc2)sc1CCNC(=O)c1ccccc1 | 103.0 | 0.1
CCCNC(=O)Cn1c(=O)cnc2ccccc21 | 99.0 | -0.4
CCn1nc(C(=O)NCCC(C)C)c2ccccc2c1=O | 104.0 | 0.2
C=CCN(C(=O)/C=C/c1ccco1)c1nc(-c2ccccc2)cs1 | 107.0 | 0.7
Cc1ccc(-n2cc(C(=O)Oc3ccc(F)cc3)c3ccccc3c2=O)cc1 | 106.0 | -0.3
O=c1[nH]c(CCl)nc2sc3c(c12)CCC3 | 102.0 | 0
CCOC(=O)c1cc2ccccc2oc1=N | 101.0 | -0.3
CC1CC(C)CN(S(=O)(=O)c2ccc(C(=O)NN3CCOCC3)cc2)C1 (stereo unspecified) | 104.0 | 1
CN(C)C(=O)/C=C/c1cn(-c2ccccc2)nc1-c1ccccc1 | 99.0 | -0.9
CCC(C)NC(=O)c1cc(S(=O)(=O)N2CCc3ccccc3C2)ccc1Cl (stereo unspecified) | 100.0 | -1
COc1ccc(C(=O)NC(N2CCCCC2c2cccnc2)(C(F)(F)F)C(F)(F)F)cc1 (stereo unspecified) | 102.0 | -0.1
CCc1nn2c(=O)cc(COc3ccc(/C=C(\C#N)C(=O)Nc4ccc(F)cc4)cc3OC)nc2s1 | 106.0 | -0.4
COc1cccc(OC(C)C(=O)O)c1 (stereo unspecified) | 100.0 | -0.6
O=C(CC(NCc1cccnc1)C(=O)O)NN(c1ccccc1)c1ccccc1 (stereo unspecified) | 98.0 | -0.7
O=C(O)C(Cc1ccccc1)n1cnnn1 (stereo unspecified) | 102.0 | 0.6
CCc1ccc(CNC(=O)c2sc3nc[nH]c(=O)c3c2C)cc1 | 109.0 | 0.4
CCC1(CC)C(=O)N(CC(=O)OC)C(=O)N(C)C1=S | 102.0 | 0.1
COc1ccc(N2CCN(S(=O)(=O)CCNC(=O)c3c(F)cccc3Cl)CC2)cc1 | 110.0 | 0.6
CN(C(=O)Cc1noc2ccccc12)c1ccccc1 | 101.0 | 0
CCCCN1C(=O)CN(C2CCCCCC2)C(=O)C1c1ccc(OCCC)c(OC)c1 (stereo unspecified) | 107.0 | -0.2
Cc1noc(C)c1CSc1ccccc1C(=O)NC(C)c1ccc2c(c1)OCCO2 (stereo unspecified) | 100.0 | -0.2
CCOC(=O)c1ccc(NS(=O)(=O)c2cc3c(cc2C)n(C)c(=O)c(=O)n3C)cc1 | 110.0 | 0.9
COc1ccc(-n2cnc3cc(C(=O)NC4CCCCCC4)ccc32)cc1 | 106.0 | 0.4
CCn1c2ccccc2c2cc(/C=N/O)ccc21 | 99.0 | -0.2
Cc1ccc(NCC(=O)N2CC3(C)CC2CC(C)(C)C3)cc1F (stereo unspecified) | 103.0 | 0.1
Cc1[nH]c2ccccc2c1C=Nc1ccccc1Br | 104.0 | 1
CCC(CO)NS(=O)(=O)c1cc(-c2nnc(OC)c3ccccc23)ccc1C (stereo unspecified) | 104.0 | 0.4
CC1Cc2ccccc2N1C(=O)CCS(=O)(=O)c1ccc2c(c1)n(C)c(=O)c(=O)n2C (stereo unspecified) | 101.0 | -0.4
NC1=Nc2ccccc2CC1 | 101.0 | 0
Nc1ccc(C(=O)N(CCO)CCO)cc1 | 102.0 | 0.3
NCCS(=O)(=O)c1ccc(C(F)(F)F)cn1 | 104.0 | 0.8
O=C(Nc1cccc(I)c1)C(=O)c1c(O)[nH]c2ccccc12 | 101.0 | -0.7
Cc1ccccc1-c1ccc2cccc(C)c2n1 | 107.0 | 0.4
Cc1ccc(-c2ccc(O)c(C)c2)cc1 | 101.0 | -0.2
CCC(C)NC(=O)c1ccc2c(c1)NC(=O)C(CC(C)C)N2 (stereo unspecified) | 102.0 | 0.1
C=CCSc1nc2sc3c(c2c(=O)n1CC=C)CCCC3 | 102.0 | 0.1
CN(C)S(=O)(=O)c1ccc2c(c1)nc(CCC(=O)NCC1CCCCC1)n2C | 104.0 | 0.1
COC(=O)c1ccc(CSc2ncnc3sc(C)c(C)c23)o1 | 105.0 | 0.5
CC1CCC(NC(=O)Cn2ncc3c4ccccc4n(Cc4ccc(Cl)cc4)c3c2=O)CC1 (stereo unspecified) | 133.0 | 2.7
S=C(NCc1csc2ccccc12)NCC1CC1 | 107.0 | 0.3
O=C(COC(=O)c1c2c(nc3ccccc13)CCC2)c1ccccc1 | 101.0 | -0.6
CC(=O)Nc1ccc(N(C(=O)Cn2nnc3ccccc32)C(C(=O)NCc2ccccc2)c2ccc(C)cc2)cc1 (stereo unspecified) | 108.0 | 0.1
O=S1(=O)CC(NCc2ccccc2)C(Nc2ccccc2)C1 (stereo unspecified) | 104.0 | 0.7
Oc1cccc(NCC(O)Cn2ccc3ccccc32)c1 (stereo unspecified) | 102.0 | -0.1
CC(=O)NC(C(=O)Nc1ccc(F)c(Cl)c1)C(C)C (stereo unspecified) | 106.0 | 0.5
CCOC(=O)c1ccc(NC(=O)Nc2ccc3snnc3c2)cc1 | 106.0 | -0.2
CCc1ccc(/C(C#N)=C/C=C/c2ccccc2)cc1 | 100.0 | -0.5
CC(Sc1nncn1-c1ccccc1)C(=O)N(C)c1ccccc1 (stereo unspecified) | 104.0 | 0.4
O=C(COc1ccc2ccccc2c1)Nc1ccc(Cc2ccccn2)cc1 | 101.0 | 0
CC12CCC(C(=O)O)(c3nc4ccc5ncccc5c4nc31)C2(C)C (stereo unspecified) | 103.0 | 0.3
COc1ccc(-c2nc(SCC(=O)NC3CCCC3)c(-c3ccc(OC)cc3)[nH]2)cc1 | 114.0 | 0.4
Cc1ccc(/C=C/C(=O)OCc2nc3ccccc3c(=O)n2CC#N)o1 | 108.0 | 0.6
CC(C)CCn1c(=O)c2sccc2n2c(CCCC(=O)Nc3ccc(C(C)C)cc3)nnc12 | 108.0 | -0.7

More compounds follow:
SMILES | Polio RdRp inh | Polio RdRp inh FP z-score
CCOc1ccc(NC(=O)Cn2cc(S(=O)(=O)NC)c(S(=O)(=O)NC)c2)cc1 | 104.0 | -0.3
CC(C)N(Cc1ccccc1)C(=O)Cn1ncc2c(=O)oc3ccccc3c21 | 100.0 | -0.3
CC(c1ccccc1)C(CC(=O)O)C(=O)O (stereo unspecified) | 99.0 | -0.5
O=C(COC(=O)C1CC(O)CN1S(=O)(=O)c1ccc(F)cc1)Nc1nccs1 (stereo unspecified) | 98.0 | -0.7
Cc1ccc2c(c1)C(c1ccccc1)N(C(=O)COc1ccc(Cl)cc1Cl)CC(=O)N2 (stereo unspecified) | 108.0 | 0.6
CSc1ncc(C(=O)Nc2cccc(F)c2)cn1 | 103.0 | 0.3
Cn1cnnc1SCC(=O)Nc1ccc(Cl)cc1C(F)(F)F | 101.0 | -0.4
Nc1noc2c1C(C1CC=CCC1)C1=C2CCCC1=O (stereo unspecified) | 100.0 | -1.1
COc1ccc(CNC(=O)CCc2nc3cccnc3n2Cc2ccc(OC)cc2)cc1 | 105.0 | 0.2
CCC(C)NS(=O)(=O)c1ccc2[nH]c3c(c2c1)CCCC3 (stereo unspecified) | 100.0 | -0.4
Cc1cccc(Cn2cc(S(=O)(=O)c3ccccc3)c(=O)c3cc(F)c(N4CCOCC4)cc32)c1 | 108.0 | 0.2
CCOc1ccccc1C(=O)Nc1c(O)c2ccccc2oc1=O | 103.0 | 0.6
Cc1ccc(S(=O)(=O)C2(S(=O)(=O)c3ccc(C)cc3)CCCC2)cc1 | 100.0 | 0.2
COc1ccc(-c2noc(CNC(=O)C34CC5CC(CC(C5)C3)C4)n2)cc1 | 101.0 | 0
O=C(Cn1c(=O)oc2ccccc21)NCCc1ccco1 | 101.0 | -0.2

Complete entries as entered above. Values in the order: Polio RdRp inh	Polio RdRp inh FP z-score
Cc1ccc(S(=O)(=O)C2(S(=O)(=O)c3ccc(C)cc3)CCCC2)cc1 is listed as 100.0	0.2
O=C(COC(=O)C1CC(O)CN1S(=O)(=O)c1ccc(F)cc1)Nc1nccs1 (stereo unspecified) is listed as 98.0	-0.7
CCC(C)NS(=O)(=O)c1ccc2[nH]c3c(c2c1)CCCC3 (stereo unspecified) is listed as 100.0	-0.4
CC(c1ccccc1)C(CC(=O)O)C(=O)O (stereo unspecified) is listed as 99.0	-0.5

Further records follow.
SMILES | Polio RdRp inh | Polio RdRp inh FP z-score
COCCN1Cc2cccc(C(=O)NC3CCCC3)c2C1=O | 103.0 | 0.4
N#Cc1ccc(OCC(=O)N2CCN(c3ccc(O)cc3)CC2)cc1 | 100.0 | -0.4
O=C(c1ccc2c(c1)N(Cc1ccccc1)C(=O)c1ccccc1S2(=O)=O)N1CCCCC1 | 103.0 | 0.4
Cc1cc(C)n(-c2nc3ccccc3nc2N2CCN(C(=O)c3ccccc3Br)CC2)n1 | 103.0 | 0.8
O=S(=O)(c1cccc(Cl)c1)n1c(/C=C/c2ccccc2Cl)nc2ccccc21 | 104.0 | -0.8
COC(=O)c1c(NC(=O)c2nc(SCc3cccc(C)c3)ncc2Cl)sc2c1CCCC2 | 113.0 | 1.7
CN(C)c1ccc(CN2CCCC2)cc1 | 102.0 | 0.9
CCn1cc(CCC(=O)NC2CCCC(C)C2C)c2ccccc21 (stereo unspecified) | 105.0 | 0.4
Cc1cccc(-n2ccnc2SCC(=O)Nc2cccc3ccccc23)c1C | 107.0 | 0
O=C(Cn1c(=O)oc2ccccc21)NCc1cccc(Cl)c1 | 109.0 | 0.9
Cc1nc2ccccc2c(=O)n1NCc1ccccc1Br | 104.0 | 0.6
O=C1CCN(C(=O)CCCSc2nc3ccccc3[nH]2)CC1 | 105.0 | 0.2
c1ccc(N=C(CSc2nncs2)Nc2ccccc2)cc1 | 102.0 | 0.2
